D1 agonist: Allosteric Agonists of the Human D1 Dopamine Receptor: qHTS; HEK293 T-REx D1 cells, calcium flux, agonist mode; 360,000 compounds, 1% hits; activation, % at 2 µM; AID 504660, 2011; D(1A) dopamine receptor (Homo sapiens), P21728; in the data active means activation above about 30%; further: 0% is about no effect
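Inducible HEK293 T-REx D1 cells, force-coupled to calcium signalling, were plated at 4000 cells/well with tetracycline and held overnight at 30 C. After no-wash calcium dye loading, compound-evoked calcium rise over 180 s flagged agonists.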
Vif-APOBEC3F blk: qHTS for Inhibitors of Vif-A3F Interactions: qHTS | Potency, µM (series often up to 46.1 µM), for inactives: at the highest dose activity, negative = active | HeLa A3F-eYFP + Vif (tagged APOBEC3F with the HIV-1 protein that degrades it), YFP fluorescence increase | 390,000 compounds, 0.2% hits; further: potency means the concentration at half of the fitted maximal effect; % of control where 0% means no effect; nearly all actives have a fitted effect of over 65% in size
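HeLa cells stably expressing A3F-eYFP plus Vif, plated and incubated overnight at 37 deg C, then exposed to compounds overnight at 37 deg C. Blocked degradation read as raised yellow fluorescence (Ex 488/Em 500-530).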
D1 potentiator: Potentiators of Human D1 Dopamine Receptor: qHTS; D(1A) dopamine receptor (Homo sapiens), P21728; HEK293 TREx D1 cells, calcium flux, dopamine EC20 potentiation; potentiation, % at 10 µM; 360,000 compounds, 0.036% hits; AID 504651, 2011; in the data active means potentiation above about 30%; further: 0% is about no effect
RXFP1 agonist: qHTS Assay for Agonists of the Relaxin Receptor RXFP1. Potency, µM (titrated, usually from 57.5 µM), for the others: top-dose activation, most hits filed as activators. Relaxin receptor 1 (Homo sapiens), Q9HBX9. HEK293T-RXFP1 cAMP TR-FRET, 30 min; response scale: percent of porcine relaxin response, buffer zero. AID 2676, 2010. 370,000 compounds, 0.3% hits; further: potency means the concentration at half of the fitted maximal effect; on the % scale 0 is the no-effect control and ±100 the full control effect; nearly all actives have a fitted effect of over 60% in size; many of its hits are not listed in these tables
Target sequence (Q9HBX9 whole entry, looked up): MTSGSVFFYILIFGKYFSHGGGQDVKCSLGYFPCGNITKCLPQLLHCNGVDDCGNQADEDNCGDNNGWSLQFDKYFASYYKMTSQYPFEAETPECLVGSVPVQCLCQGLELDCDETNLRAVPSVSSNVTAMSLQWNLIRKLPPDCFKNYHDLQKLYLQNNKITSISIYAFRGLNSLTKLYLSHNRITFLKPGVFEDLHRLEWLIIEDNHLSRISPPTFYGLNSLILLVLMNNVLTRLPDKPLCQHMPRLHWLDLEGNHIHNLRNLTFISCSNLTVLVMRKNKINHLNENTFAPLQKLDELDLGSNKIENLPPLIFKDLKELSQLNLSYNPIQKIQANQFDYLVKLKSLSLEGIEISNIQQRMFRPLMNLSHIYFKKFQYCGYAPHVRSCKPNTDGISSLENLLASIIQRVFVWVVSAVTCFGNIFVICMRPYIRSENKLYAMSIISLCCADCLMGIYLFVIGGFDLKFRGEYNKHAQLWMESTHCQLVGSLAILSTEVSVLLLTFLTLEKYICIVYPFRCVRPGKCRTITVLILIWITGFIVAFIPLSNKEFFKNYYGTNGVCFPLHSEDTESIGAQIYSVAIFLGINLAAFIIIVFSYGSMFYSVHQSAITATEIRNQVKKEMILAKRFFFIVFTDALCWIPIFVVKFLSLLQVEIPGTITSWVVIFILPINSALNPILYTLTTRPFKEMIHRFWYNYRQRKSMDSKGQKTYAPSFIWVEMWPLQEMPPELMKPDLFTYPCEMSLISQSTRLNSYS
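Agonist response is measured as cAMP accumulation in an RXFP1-transfected HEK293T line under PDE4 inhibition. Values are scaled between buffer-only and 29 nM porcine relaxin, and EC50s come from standard Hill equation fits.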
RXFP1 antag: qHTS Assay for Antagonists of the Relaxin Receptor RXFP1 | activity change, negative = inhibition, % at 57.5 µM | Relaxin receptor 1 (Homo sapiens), Q9HBX9 | HEK293-RXFP1, relaxin-stimulated cAMP HTRF, 30 min; stronger effect = lower value | AID 1259400, 2018 | 350,000 compounds, 0.59% hits;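 active means activity change of -60% or lower, but not beyond a set lower limit; inconclusive means change between -60% and -40%, or beyond the set limit; inactive means change above -40%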; further: on the % scale 0 is the no-effect control and ±100 the full control effect
Glioma ERSR ind: qHTS for Inducers of the Endoplasmic Reticulum Stress Response (ERSR) in Human Glioma: qHTS; U87-MG GRP78 promoter luciferase reporter, 16 h; Potency, µM, inactives show at the highest dose activation, actives largely listed as activators; 420,000 compounds, 0.02% hits; further: potency means the concentration at half of the fitted maximal effect; series mostly up to about 76 µM; % of control where 0% means no effect; nearly all actives have a fitted effect of over 35% in size
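Stably transfected U87-MG glioma cells carrying a GRP78-based luciferase sensor; 16 h compound incubation. Luminescence end-point read 10 min after Bright-Glo addition at room temperature.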
D2 PAM: HTS Assay for Positive Allosteric Modulators of the Human D2 Dopamine Receptor: Primary Screen for Potentiators; D(2) dopamine receptor (Homo sapiens), P14416; HEK293 T-REx D2, calcium flux, EC20 dopamine potentiation; potentiation, % at 10 µM; 340,000 compounds, 0.34% hits; AID 485347, 2010;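 active means potentiation over 3 SD above the plate norm, cut at about 30% in these data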; further: 0% is about no effect
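Cells plated with tetracycline inducer and held overnight at 30 C; calcium dye loaded 30–90 min at room temperature; baseline taken, compound added and read 180 s; EC20 dopamine then added and read 180 s.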
Vif-APOBEC3G blk: qHTS for Inhibitors of Vif-A3G Interactions: qHTS; DNA dC->dU-editing enzyme APOBEC-3G (Homo sapiens), Q9HC16; HeLa A3G-eYFP + Vif (tagged APOBEC3G with the HIV-1 protein that degrades it), YFP fluorescence, overnight; Potency, µM (series often up to 46.1 µM), inactives show top-dose activity, negative = active, usual class: inhibitors; 410,000 compounds, 0.076% hits;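 further: potency means the concentration at half of the fitted maximal effect; on the % scale 0 is the no-effect control and ±100 the full control effect; nearly all actives have a fitted effect of over 60% in size; hits raise eYFP signal because A3G escapes Vif-driven loss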
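HeLa cells stably expressing Vif and C-terminally eYFP-tagged A3G, seeded overnight at 37 deg C, then exposed to compound by pintool overnight at 37 deg C. Rise in yellow fluorescence (Ex 488/Em 500-530, Acumen) marks blocked Vif-driven A3G degradation.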
D1 antag: Antagonist of Human D 1 Dopamine Receptor: qHTS. D(1A) dopamine receptor (Homo sapiens), P21728. HEK293 TREx D1 cells, calcium flux, dopamine EC80; stronger effect = lower value. activity change, negative = inhibition, % at 10 µM. 360,000 compounds, 3.2% hits; in the data active means activity change below about -30%; further: on the % scale 0 is the no-effect control and ±100 the full control effect
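HEK293 T-REx cells expressing inducible, force-coupled D1 receptor; no-wash Ca dye, 30–90 min RT. Cmpd → 180 s read at 1 Hz → EC80 DA → 180 s read.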
Active calls of the source: *. Unless noted, the call rests on the fitted dose curve; in most records, active means well fitted curve in the direction sought with a large enough effect; inconclusive means small, poorly fitted or top-dose-only effect, or another doubt; inactive means no such curve, though single readings can be large; an effect the other way counts as inactive or inconclusive.

How did CCCCC(=O)Nc1ccc2c(c1)nc(CCNC(=O)c1ccco1)n2C do in these assays?
D1 agonist: 2; Vif-APOBEC3F blk: 1%; D1 potentiator: -1; RXFP1 agonist: 4.3%; RXFP1 antag: 8; Glioma ERSR ind: 3%; D2 PAM: 0; Vif-APOBEC3G blk: 5%; D1 antag: 0

Results for CCCN1C(=O)CC(=O)N=C1SCC(=O)Nc1ccccc1F ?
Vif-APOBEC3F blk: -2%; RXFP1 antag: -22; Glioma ERSR ind: -5%; Vif-APOBEC3G blk: -4%

What do the screens show for `CCN(CC)C(=O)c1ccccc1NC(=O)c1cccc(S(=O)(=O)N(CC)CC)c1`?
D1 agonist: -1; Vif-APOBEC3F blk: -7%; D1 potentiator: 3; RXFP1 agonist: 5.6%; RXFP1 antag: -23; Glioma ERSR ind: 1%; D2 PAM: 12; Vif-APOBEC3G blk: 1%; D1 antag: -3

Results for O=C(NC1CCCC1)C(c1ccccn1)N(C(=O)c1csnn1)c1ccc(F)cc1 (configuration not stated) ?
D1 agonist: 3; Vif-APOBEC3F blk: 8%; D1 potentiator: -1; RXFP1 agonist: -1.1%; RXFP1 antag: -6; Glioma ERSR ind: -3%; D2 PAM: 17; Vif-APOBEC3G blk: 1%; D1 antag: 3

How did Cc1cc2c(NCc3ccccc3)ncnc2s1 do in these assays?
D1 agonist: 18; Vif-APOBEC3F blk: 19%; D1 potentiator: -1; RXFP1 agonist: 2.6%; RXFP1 antag: 6; Glioma ERSR ind: -1%; D2 PAM: 5; Vif-APOBEC3G blk: 1%; D1 antag: -22

How did COc1ccc(/C=C(\CC(=O)O)c2nc3ccccc3s2)cc1O do in these assays?
D1 agonist: 4; Vif-APOBEC3F blk: -6%; D1 potentiator: -7; RXFP1 agonist: -1.5%; RXFP1 antag: 19; Glioma ERSR ind: 3%; D2 PAM: -3; Vif-APOBEC3G blk: -3%; D1 antag: 3

How did CN(C(=O)COn1nnc2ccc(S(=O)(=O)N3CCOCC3)cc21)c1ccccc1 do in these assays?
D1 agonist: 3; Vif-APOBEC3F blk: -1%; D1 potentiator: -6; RXFP1 agonist: 0.9%; RXFP1 antag: 8; Glioma ERSR ind: -1%; D2 PAM: 15; Vif-APOBEC3G blk: 0%; D1 antag: 0

What do the screens show for `CC(=O)Nc1c(O)nc(SC/C=C/CSc2nc(O)c(NC(C)=O)c(=O)[nH]2)[nH]c1=O`?
D1 agonist: 3; Vif-APOBEC3F blk: 10%; D1 potentiator: 11; RXFP1 agonist: 0.5%; RXFP1 antag: -1; Glioma ERSR ind: -4%; D2 PAM: 9; Vif-APOBEC3G blk: 0%; D1 antag: 4

What do the screens show for `COc1cc(S(=O)(=O)NC2CCCCC2C)ccc1Cl` (configuration not stated)?
D1 agonist: 0; Vif-APOBEC3F blk: -4%; D1 potentiator: -9; RXFP1 agonist: -1.2%; RXFP1 antag: 1; Glioma ERSR ind: -3%; D2 PAM: -3; Vif-APOBEC3G blk: -10%; D1 antag: -4

How did Cc1ccc(NS(=O)(=O)c2cc(-c3cnc(C4CC4)o3)ccc2C)cc1Cl do in these assays?
D1 agonist: -1; D1 potentiator: 0; RXFP1 agonist: 0.1%; RXFP1 antag: -12; D2 PAM: -5; D1 antag: -8

How did Nc1sc2c(c1C(=O)NC1CCS(=O)(=O)C1)CCC2 (configuration not stated) do in these assays?
D1 agonist: 2; Vif-APOBEC3F blk: -7%; D1 potentiator: -2; RXFP1 agonist: 1.7%; RXFP1 antag: -1; Glioma ERSR ind: -4%; D2 PAM: -5; Vif-APOBEC3G blk: -6%; D1 antag: -5

What do the screens show for `CCc1ccccc1NC(=O)CSc1nc(-c2cccc(Cl)c2)nc2c1Cc1c(CO)cnc(C)c1O2`?
D1 agonist: 1; Vif-APOBEC3F blk: -11%; D1 potentiator: 0; RXFP1 agonist: -0.2%; RXFP1 antag: -1; Glioma ERSR ind: -2%; D2 PAM: -1; Vif-APOBEC3G blk: -1%; D1 antag: -1

What do the screens show for `Cc1cccc(CN(C)CCc2ccccn2)c1`?
D1 agonist: 1; Vif-APOBEC3F blk: -18%; D1 potentiator: -4; RXFP1 agonist: 0.5%; RXFP1 antag: -15; Glioma ERSR ind: -4%; D2 PAM: -9; Vif-APOBEC3G blk: 0%; D1 antag: 19

What do the screens show for `COc1ccc(CCNC(=O)c2cc(S(=O)(=O)N3CCCC(C)C3)cn2C)cc1OC` (configuration not stated)?
D1 agonist: -1; Vif-APOBEC3F blk: 0%; D1 potentiator: -2; RXFP1 agonist: 5.4%; Glioma ERSR ind: -1%; D2 PAM: 20; Vif-APOBEC3G blk: -3%; D1 antag: -6

Results for CN(C)c1ccc(NC(=O)CN2CCN(c3ccc(F)cc3)CC2)cc1 ?
D1 agonist: 2; Vif-APOBEC3F blk: 8%; D1 potentiator: -4; RXFP1 agonist: 1.4%; RXFP1 antag: 0; Glioma ERSR ind: 1%; D2 PAM: -2; Vif-APOBEC3G blk: 0%; D1 antag: -2

What do the screens show for `O=C(c1cccs1)N1CCN(c2cc(Cl)ccc2Cl)CC1`?
D1 agonist: 2; Vif-APOBEC3F blk: 0%; D1 potentiator: -3; RXFP1 agonist: -1.3%; RXFP1 antag: 0; Glioma ERSR ind: 0%; D2 PAM: 1; Vif-APOBEC3G blk: 2%; D1 antag: 9

What do the screens show for `Cc1ccc(Cn2ccnc2SCC(=O)Nc2ccc3c(c2)OCCO3)cc1`?
D1 agonist: 1; Vif-APOBEC3F blk: -7%; D1 potentiator: 0; RXFP1 agonist: 0.6%; RXFP1 antag: 1; Glioma ERSR ind: 2%; D2 PAM: -1; Vif-APOBEC3G blk: 15%; D1 antag: -5

What do the screens show for `COC(=O)c1sc(N2C(=O)C(O)=C(C(=O)c3ccc(C)o3)C2c2ccc(F)cc2)nc1C` (configuration not stated)?
D1 agonist: 1; Vif-APOBEC3F blk: -8%; D1 potentiator: -3; RXFP1 agonist: 8.9µM*; RXFP1 antag: -12; Glioma ERSR ind: 0%; D2 PAM: 16; Vif-APOBEC3G blk: 1%; D1 antag: -13

How did COc1ccc(CCCC(=O)Nc2ccccc2F)cc1 do in these assays?
D1 agonist: 0; Vif-APOBEC3F blk: 2%; D1 potentiator: -1; RXFP1 agonist: 2.0%; RXFP1 antag: 2; Glioma ERSR ind: 0%; D2 PAM: 6; Vif-APOBEC3G blk: 1%; D1 antag: -6

How did Cn1c(=O)oc2cc(C(=O)c3ccccc3)ccc21 do in these assays?
D1 agonist: 3; Vif-APOBEC3F blk: 5%; D1 potentiator: -3; RXFP1 agonist: 1.2%; RXFP1 antag: 6; Glioma ERSR ind: -2%; D2 PAM: 19; Vif-APOBEC3G blk: -2%; D1 antag: -18

How did CCNC(=O)Nc1cc2nc(C)n(Cc3ccc(Br)cc3)c2nc1C do in these assays?
D1 agonist: 1; Vif-APOBEC3F blk: -10%; D1 potentiator: 0; RXFP1 agonist: 1.8%; RXFP1 antag: -4; Glioma ERSR ind: 6%; D2 PAM: -6; Vif-APOBEC3G blk: 2%; D1 antag: -13

How did O=C(NC(=S)NC1C2CC3CC(C2)CC1C3)c1ccccc1 (configuration not stated) do in these assays?
D1 agonist: 3; Vif-APOBEC3F blk: inconclusive; D1 potentiator: -13; RXFP1 agonist: -0.5%; RXFP1 antag: -8; Glioma ERSR ind: -4%; D2 PAM: -10; Vif-APOBEC3G blk: 0%; D1 antag: 41

What do the screens show for `O=C(Oc1ccc(N2C(=O)CCC2=O)cc1)c1ccco1`?
D1 agonist: 1; Vif-APOBEC3F blk: -5%; D1 potentiator: 0; RXFP1 agonist: 0.6%; RXFP1 antag: 6; Glioma ERSR ind: -5%; D2 PAM: -2; Vif-APOBEC3G blk: 5%; D1 antag: -3

What do the screens show for `CCNC(=O)C/C(C)=N/NC(=O)C(=O)Nc1ccc(CC)cc1`?
D1 agonist: 4; Vif-APOBEC3F blk: -20%; D1 potentiator: -12; RXFP1 agonist: -0.4%; RXFP1 antag: 1; Glioma ERSR ind: 1%; D2 PAM: 0; Vif-APOBEC3G blk: -1%; D1 antag: -6

Results for Cn1c(CCN2CCCCC2)nc2cc(NC(=O)COc3ccc([N+](=O)[O-])cc3)ccc21 ?
D1 agonist: 1; Vif-APOBEC3F blk: -15%; D1 potentiator: -1; RXFP1 agonist: 2.7%; RXFP1 antag: 9; Glioma ERSR ind: -3%; D2 PAM: -5; Vif-APOBEC3G blk: 2%; D1 antag: 0

How did COc1ccc(CN(C)Cc2ccccc2)c(OC)c1OC do in these assays?
D1 agonist: 3; Vif-APOBEC3F blk: 2%; D1 potentiator: -4; RXFP1 agonist: -2.1%; RXFP1 antag: -7; Glioma ERSR ind: -7%; D2 PAM: 1; Vif-APOBEC3G blk: -2%; D1 antag: -1

How did O=C(O)c1ccc(NC(=O)c2ccc(COc3ccc(Cl)cc3)o2)cc1 do in these assays?
D1 agonist: 1; Vif-APOBEC3F blk: -8%; D1 potentiator: -1; RXFP1 agonist: 1.6%; RXFP1 antag: 0; Glioma ERSR ind: -6%; D2 PAM: 13; Vif-APOBEC3G blk: 1%; D1 antag: -1

Results for COc1ccc(CCNC(=O)c2ccc3c(c2)N=C(C)c2ccccc2S3)cc1OC ?
D1 agonist: 2; Vif-APOBEC3F blk: -7%; D1 potentiator: -2; RXFP1 agonist: 2.2%; Glioma ERSR ind: -3%; D2 PAM: 13; Vif-APOBEC3G blk: 4%; D1 antag: -3

Source: PubChem BioAssay

Not all compounds are listed. The share of hits here may be higher or lower than overall.
